# PfHsp40 rescue: compounds rescuing yeast from Plasmodium falciparum HSP40 toxicity. 340,000 compounds, 0.68% hits. S. cerevisiae expressing PfHsp40, growth rescue, ATP luminescence. AID 504582. growth rescue, % at 12.5 µM; in the data active = growth rescue above about 28%, passing the limit was not always enough;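 also: yeast W303a lacking pdr1 and pdr3 grown in galactose medium; growth measured after three days at 30 °C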
# PriA SSB inh: blocks PriA binding to SSB C-terminal tail | AlphaScreen SSBct-PriA binding, biotinylated peptide | 430,000 compounds, 0.6% hits | inhibition, % at 33 µM | AID 1272365; in the data active = inhibition mostly above about 37%, no sharp cut-off; inactive = mostly below about 20%;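 also: plate controls were negative control peptide for no effect and reference peptide for full effect; strong numbers were not always called active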
# TcdB inh: TcdB glycohydrolase inhibition | P18177 | TcdB glycohydrolase enzymatic assay, plate reader | inhibition, % at 9.99 µM | 350,000 compounds, 0.24% hits | AID 652162; in the data active = inhibition above about 10%
# DUSP3 inh: inhibitors of human VHR1 phosphatase (DUSP3); P51452; recombinant VHR phosphatase, pNPP absorbance; inhibition, % at 13.3 µM; 290,000 compounds, 0.52% hits; AID 1654; in the data active = inhibition above about 50%; also: some compounds called inactive have numbers as strong as hits
# Vc quorum ag: inducers of Vibrio cholerae quorum light production without autoinducers | V. cholerae BH1578 lux reporter, luminescence, 6 h | activation, % at 18.7 µM | 350,000 compounds, 0.16% hits; in the data active = activation mostly above about 9.7%, no sharp cut-off; also: not every result past the cut was called active; inactives centre near 0; reference of the scale not given here
# 3CLpro inhibitor: SARS-CoV 3CLpro protease inhibition | inhibition, % at 6 µM | recombinant SARS-CoV 3CLpro, quenched FRET peptide cleavage | 290,000 compounds, 0.14% hits; in the data active = inhibition above about 12%
# Rv3671c protease: inhibitors of M. tuberculosis serine protease Rv3671c. inhibition, % at 5.96 µM. 320,000 compounds, 0.048% hits. AID 2606; in the data active = inhibition above about 38%;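 also: extracellular domain of Rv3671c used as enzyme; 0% = enzyme with DMSO and 100% = no enzyme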
# Anthrax LF inh2: inhibitors of Bacillus anthracis lethal factor protease; P15917; multiplex microsphere protease cleavage assay, LF; inhibition, % at 10 µM; 360,000 compounds, 0.12% hits; AID 588501; in the data active = inhibition above about 30%; also: plate controls were buffer without enzyme for full effect and enzyme alone for no effect
# MazF activator: MazEF (E. coli) toxin RNase activation; P0AE70; FAM/BHQ RNA-DNA oligo cleavage fluorescence, 5 h; activation, % at 20 µM; 350,000 compounds, 0.32% hits; in the data active = activation above about 50%
# Yp Topo-I inh: blocks Yersinia pestis topoisomerase I activity. 360,000 compounds, 0.064% hits. Y. pestis Topo-I cleavage product accumulation, plate reader. activity, % at 10 µM; in the data active = activity above about 50%, passing the limit was not always enough; also: inactives centre near 2
# Active calls of the source: *; i = inactive; . = no result given; & = joins results of further samples.
# Results follow in this order: PfHsp40 rescue	PriA SSB inh	TcdB inh	DUSP3 inh	Vc quorum ag	3CLpro inhibitor	Rv3671c protease	Anthrax LF inh2	MazF activator	Yp Topo-I inh
CCC(CO)Oc1cc(NCc2ccc(OC)cc2)c2ncn(C(C)C)c2c1 (centres undefined)
→ -0.6	15	1.0	.	-0.6	.	6	5	4	18
Oc1ccc(NCc2cccc(OCc3ccc(F)cc3)c2)cc1
→ -0.5	-1	0.7	5	i	-3	-15	-8	-27	-4
O=C(Nc1cccc(Cl)c1)c1cccc(N2C(=O)C3CC=CCC3C2=O)c1 (centres undefined)
→ -0.7	9	3.6	-12	-0.9	-2	-8	6	0	0
Nc1ncc(Br)cc1S(=O)(=O)NCCC(=O)N1CCN(c2ccccn2)CC1
→ -0.6	-9	1.3	9	-0.4	-4	-7	0	-5	4
CN(C(=S)NC(=O)/C=C/c1ccc(F)cc1)C1CCCCC1
→ -0.5	-10	1.3	37	0.7	4	-4	-2	-4	15
C/C(=N/NS(=O)(=O)c1ccc(Br)cc1)c1cccc(NC(=O)C2CC2)c1
→ .	.	1.9	.	-0.7	.	.	-1	-5	-2
CCc1noc(C)c1C(=O)Nc1ccc(C(F)(F)F)cc1
→ 2.2	-8	1.3	10	i	1	-4	1	-4	5
COc1cccc(/C=C2\SC(=S)N(C(C(=O)O)c3ccccc3)C2=O)c1OC (centres undefined)
→ -0.3	17	0.6	1	-0.3	11	-1	-4	-1	11
CC(O)(c1cccc(F)c1)c1nc(-c2ccc3c(c2)OCO3)cs1 (centres undefined)
→ .	.	0.9	.	-0.4	.	.	-6	.	3
N#Cc1ccccc1Cn1cc(C(=O)C2CC2)c2ccccc21
→ 4.5	-5	.	6	-0.2	-6	-4	0	-10	-4
Nc1nc2c(ncn2C2CCCC2)c(=O)[nH]1
→ 0.4	-7	1.7	.	0.8	.	.	10	8	5
CN(Cc1ccco1)C(=O)C1CCC(=O)N(CCc2cccc(F)c2)C1 (centres undefined)
→ -0.7	-4	-0.3	-14	-0.4	6	0	1	2	1
O=C(CC(O)(c1ccccc1)C(F)(F)C(F)F)c1cccs1 (centres undefined)
→ -0.8	-25	-1.5	18	1.3	0	2	-1	3	4
Cc1ccc(C(=O)NC(C(=O)Nc2ccccc2)c2ccccc2)cc1 (centres undefined)
→ -1.0	-4	1.1	24	0.5	5	.	-22	-1	16
CCn1c(SCC(=O)Nc2cccc(F)c2)nc2c(c1=O)SC(C)C2 (centres undefined)
→ -1.0	-2	0.7	12	-0.3	-2	3	6	4	-2
CC(C)C1C(=O)N(Cc2cn(Cc3ccco3)nn2)CCS(=O)(=O)N1Cc1ccc(-c2cccc(N(C)C)c2)cc1 (centres undefined)
→ .	.	-0.8	.	-0.3	.	.	-6	-2	-8
CCS(=O)(=O)N1CCC(C(=O)NCc2cccc(OC)c2)CC1
→ -0.7	-11	3.2	5	1.4	3	-11	2	-22	-15
COc1cccc(N2CCN(C(=O)CCC(=O)c3ccc(Cl)s3)CC2)c1
→ 0.8	3	1.5	.	i	.	-5	-4	10	15
Cc1cccnc1NC(=O)CCNC(=O)c1ccccc1Cl
→ -0.1	-23	0.7	6	-4.2	-13	6	1	6	6
CCOC(=O)N1CCN(C(=O)C(NC(=O)c2ccc(CC)cc2)C(C)C)CC1 (centres undefined)
→ 0.3	-19	.	10	0.9	-11	-2	-2	-9	5

# Results follow in this order: PfHsp40 rescue	PriA SSB inh	TcdB inh	DUSP3 inh	Vc quorum ag	3CLpro inhibitor	Rv3671c protease	Anthrax LF inh2	MazF activator	Yp Topo-I inh
Cn1cc([N+](=O)[O-])c(C(=O)N(Cc2ccccc2)Cc2ccccc2)n1
→ 0.1	-2	.	-5	i	5	-12	0	-4	7
Cc1ccc(SCC(=O)Nc2ccc(N3CCOCC3)cc2)c(C)c1
→ 4.5	7	0.4	-1	-0.3	-2	-1	-4	-1	12
O=C(O)COc1ccc(/C=C/c2ccc3cccc([N+](=O)[O-])c3n2)cc1
→ 0.5	-6	1.7	14	i	-3	6	2	7	-6
CCOC(=O)c1c(C)[nH]c(C(=O)COC(=O)CSC)c1C
→ -0.3	7	.	-8	i	2	4	-4	1	-1
COc1ccc(OC)c(NC(=O)C23CCC(C)(C(=O)C2)C3(C)C)c1 (centres undefined)
→ 6.8	-2	.	-9	i	5	1	0	8	1
COc1ccc(-n2c(-c3ccc(C)cc3)nc3ccccc3c2=O)cc1
→ -0.1	3	2.1	-1	-0.6	4	-5	3	5	2
COc1cccc(C2N(Cc3ccccc3)C(=O)C2(F)F)c1OC (centres undefined)
→ -1.6	-19	1.8	-5	-0.1	-2	0	1	4	16
COc1ccccc1C1=NOC(C)(c2sc(-c3ccc(Cl)cc3)nc2C)C1 (centres undefined)
→ -1.5	-16	-0.9	30	-0.6	.	0	0	2	0
CCn1cc(/C=C(\NC(=O)c2ccc(C)cc2)C(=O)NCCN2CCOCC2)c2ccccc21
→ 0.7	9	-5.4	28	0.7	4	.	0	-5	1
COc1ccc(/C(O)=C2\C(=O)C(=O)N(CCN(C)C)C2c2cccc(OC)c2OC)cc1 (centres undefined)
→ -1.0	.	.	-11	-0.4	0	-5	-4	-4	-2
CCCNC(=S)Nc1cc2oc3ccccc3c2cc1OC
→ -0.2	-23	-0.3	-6	-1.6	7	-2	2	4	-7
Cc1ccc(C(=O)N2CCC(n3nccc3NC(=O)c3ccccc3C)CC2)cn1
→ -2.0	-15	2.0	0	-0.5	-1	-3	5	-8	1
COc1cccc(C2CNC3(CCCC(C)C3)c3[nH]c4ccccc4c32)c1OC (centres undefined)
→ 0.5	-7	1.6	18	i	4	-1	3	7	4
CCn1c(N2CCC(C)CC2)nc2c1c(=O)n(C)c(=O)n2C
→ -0.9	-13	0.9	42	-0.1	-5	-5	0	3	-1
C=CCN(c1ccccc1C(=O)NCC(=O)OCC)S(=O)(=O)c1ccc(C)cc1
→ 0.7	8	5.0	-2	-0.5	0	3	-5	-2	2
COC(=O)c1ccc(COc2ccc(CNCc3ccc(Cl)cc3)cc2)cc1
→ 1.9	-1	1.6	7	i	2	1	8	-2	4
CCOC(=O)c1c(C)[nH]c(C(=O)CSc2nnnn2-c2ccc(C)cc2)c1C
→ 1.4	-2	-0.2	-1	i	-3	-9	-3	-18	0
Cc1ccc(NC(=O)N2CCCC2C(=O)NCc2ccccc2Cl)cc1 (centres undefined)
→ -0.8	1	0.7	25	-0.6	-1	4	19	7	5
CCCC(C)C(=O)Nc1cccc(NC(C)=O)c1 (centres undefined)
→ 0.2	6	.	4	-0.3	-2	-7	-14	1	-5
NS(=O)(=O)c1ccc(-c2ccc(/C=C3\SC(=O)NC3=O)o2)cc1
→ 0.0	-10	-0.9	25	i	4	0	-4	-2	-5

# Results follow in this order: PfHsp40 rescue	PriA SSB inh	TcdB inh	DUSP3 inh	Vc quorum ag	3CLpro inhibitor	Rv3671c protease	Anthrax LF inh2	MazF activator	Yp Topo-I inh
CC(C)c1ccccc1NC(=O)COc1ccc(C(=O)NCCc2ccccc2)cc1
→ 2.3	-4	.	16	0.2	1	-7	0	7	12
O=C(CCc1ccccc1)NNC(=O)C12CC3CC(CC(C3)C1)C2
→ -0.4	-3	.	14	i	-1	-2	0	1	0
COc1cccc(-n2c(COc3ccccc3C)nnc2SCC(=O)O)c1
→ 0.1	2	.	15	1.5	-4	-2	-4	3	6
O=C(Nc1nc(-c2ccco2)c(-c2ccco2)s1)C1CC(=O)N(c2ccc3c(c2)OCCO3)C1 (centres undefined)
→ 0.5	2	.	17	i	-2	-10	-2	0	0
CC(C)NC(=S)N/N=C/c1cc(Br)ccc1O
→ 3.0	.	.	1	3.3	4	18	-1	-4	2
CCNC(=O)C(C)Oc1ccc(Cl)cc1Cl (centres undefined)
→ -1.2	-8	1.5	6	i	5	3	3	-2	3
C=CCNc1nc(N)c([N+](=O)[O-])c(Nc2ccccc2OC)n1
→ 2.2	0	0.7	-15	i	-4	-15	-6	-1	-8
Cc1cc(=O)n2c(nc3ccccc32)[nH]1
→ -0.2	-12	.	0	4.9	0	1	-1	-3	-9
COc1ccccc1NC(=O)c1cc(-c2cc(OC)c(OC)c(OC)c2)nc2ccccc12
→ 3.0	-9	0.3	16	-0.5	-5	-27	-4	4	42
CC(=O)N1CCN(c2ccc(NCc3cccc4ccccc34)cc2)CC1
→ 2.4	62	-20	67	i	4	-5	22	9	26
CCN1CCN(C(c2ccccc2)c2nnnn2Cc2ccccc2)CC1 (centres undefined)
→ -0.3	2	.	-5	-0.2	2	0	0	-18	0
O=c1nc(NCc2ccccc2Cl)cn[nH]1
→ 0.6	5	0.2	2	i	2	-2	0	9	3
C/C=C/c1ccc(OCCCCOc2c(OC)cccc2OC)c(OC)c1
→ 3.9	-46	1.6	-11	0.8	1	-7	-2	-5	14
NC(=S)/N=C/c1c(O)[nH]c(=O)[nH]c1=O
→ -1.9	.	0.7	5	-0.9	1	0	5	1	3
O=C(Nc1ccccc1OC(F)F)c1ccc(S(=O)(=O)N2CCOCC2)cc1
→ 2.2	-4	1.2	10	i	0	-15	-1	-1	-1
CN1C(=O)[C@H]2[C@@H](c3ccc(C(F)(F)F)cc3)N[C@]3(CCCN(Cc4ccc(Cl)cc4)C3=O)[C@H]2C1=O
→ .	.	0.8	.	0.5	.	.	-1	5	8
CCc1ccc(Nc2cc(=O)n(C3CCCCC3)c(=O)[nH]2)cc1
→ 0.0	-4	.	6	-0.2	-8	4	1	-14	2
Cc1cc(C)c(C)c(S(=O)(=O)NCC(=O)Nc2sc3c(c2C(N)=O)CCCC3)c1C
→ -0.8	4	.	7	i	-2	-5	1	-7	-5
CCC1(c2ccccc2)NC(=O)N(CC#N)C1=O (centres undefined)
→ -0.9	-5	0.1	22	-0.2	7	14	-1	-1	-3
Cc1cccc(C2N(c3ccc(F)cc3)C(=O)C3CCCN32)c1 (centres undefined)
→ -0.3	-9	-0.3	.	-0.2	2	-7	2	-16	-7

# Results follow in this order: PfHsp40 rescue	PriA SSB inh	TcdB inh	DUSP3 inh	Vc quorum ag	3CLpro inhibitor	Rv3671c protease	Anthrax LF inh2	MazF activator	Yp Topo-I inh
COc1ccc(C(=O)NCc2nnc(SCC(=O)NC3=NCCS3)n2C)cc1
→ 0.4	-16	-11	16	-0.5	1	-8	-1	9	3
CCCNC(=S)N1CCC(NC(=O)c2ccc(C)cc2)CC1
→ -0.6	-5	-2.4	11	-0.3	-1	1	-8	1	5
CN(CC(=O)NC1CCCCCC1)S(=O)(=O)c1ccc(Br)cc1
→ 1.0	-13	0.0	8	-0.3	3	-8	0	-4	-4
C[C@H](CO)N1C[C@H](C)[C@@H](CN(C)Cc2ccccc2F)Oc2ncc(Br)cc2C1=O
→ .	.	0.9&1.8	.	-0.4	.	.	0	-9	8
COc1ccc(C(=O)Nc2nc(-c3cccs3)c(NC(C)=O)s2)cc1
→ 3.4	-10	.	-22	-1.3	1	-7	-4	2	10
CCOC(=O)c1cccc(N2C(=O)C3C(C(=O)NC4CC4)C4(C)C=CC3(O4)C2C(=O)NC(C)(C)C)c1 (centres undefined)
→ -0.5	-5	.	7	i	-3	-4	-2	-3	-3
Cc1c(Cc2ccccc2)c(=O)oc2cc(OCC(=O)NC(Cc3ccc(Cl)cc3)C(=O)O)ccc12 (centres undefined)
→ 3.6	5	-0.5	20	-0.5	9	-11	0	-3	34
Brc1ccc2c(c1)C(C1=NCCN1)c1ccccc1CS2 (centres undefined)
→ -0.2	-10	0.7	2	-0.1	6	-1	4	20	1

# 3 entries picked at random from the list so far, as already listed:
# Results follow in this order: PfHsp40 rescue	PriA SSB inh	TcdB inh	DUSP3 inh	Vc quorum ag	3CLpro inhibitor	Rv3671c protease	Anthrax LF inh2	MazF activator	Yp Topo-I inh
C[C@H](CO)N1C[C@H](C)[C@@H](CN(C)Cc2ccccc2F)Oc2ncc(Br)cc2C1=O
→ .	.	0.9&1.8	.	-0.4	.	.	0	-9	8
CCOC(=O)c1cccc(N2C(=O)C3C(C(=O)NC4CC4)C4(C)C=CC3(O4)C2C(=O)NC(C)(C)C)c1 (centres undefined)
→ -0.5	-5	.	7	i	-3	-4	-2	-3	-3
COc1ccc(C(=O)Nc2nc(-c3cccs3)c(NC(C)=O)s2)cc1
→ 3.4	-10	.	-22	-1.3	1	-7	-4	2	10

# Screens: PubChem BioAssay, several laboratories

# These rows are one share of the data. The share of hits here may be higher or lower than overall.
